M. tuberculosis HTS: M. tuberculosis growth inhibition, HTS (AID 449762); M. tuberculosis H37Rv growth inhibition, 7H9 media; higher % means a stronger effect; inhibition, % at 25 µM, or IC50 in µM where a hit was titrated; 0.59% of 330,000 active; in the data active = a potency from the dose series; inconclusive = inhibition above about 70% without an active follow-up result;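 also: bacterial growth assessed after seven days of incubation; strong numbers were not always called active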
H1N1 NS1A inhibition: H1N1 influenza NS1A inhibitors, functional cell based assay (AID 504329); 0.3% of 340,000 active; NS1A functional cell-based assay, percent inhibition; higher % means a stronger effect; inhibition, % at 12.5 µM; hits with a dose series show IC50 in µM; in the data active = a potency from the dose series; inconclusive = inhibition above about 27% without an active follow-up result; also: strong numbers were not always called active
inhibitors of VEEV: inhibitors of VEEV TC-83 cytopathic effect, confirmation, Vero cells (AID 588727); Vero cells, VEEV TC-83 cytopathic effect inhibition; higher % means a stronger effect; one-dose inhibition, % at 20 µM; IC50 in µM for titrated hits; 0.13% of 350,000 active; in the data active = a potency from the dose series; inconclusive = inhibition mostly from about 14% at the one dose, without a potency; inactive = the rest, 99 in 100 with inhibition below about 12%; also: strong numbers were not always called active
Salmonella PhoP GFP: PhoP regulon inhibitors, Salmonella typhi PhoP promoter GFP reporter, confirmatory (AID 1850); 0.33% of 310,000 active; inhibition, % at 50 µM; hits with a dose series show IC50 in µM; Salmonella Typhi PhoP-promoter GFP reporter, fluorescence, 4 h; higher % means a stronger effect; in the data active = a potency from the dose series; inconclusive = inhibition mostly from about 25% at the one dose, without a potency; inactive = the rest, 99 in 100 with inhibition below about 19%;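 also: 0% = induced wells with vehicle and 100% = uninduced wells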
M. tuberculosis: growth inhibition of non-replicating M. tuberculosis (AID 488890); Mycobacterium tuberculosis non-replicating, growth inhibition; higher % means a stronger effect; inhibition, % at 25 µM; hits with a dose series show IC50 in µM; 0.39% of 320,000 active; in the data active = a potency from the dose series; inconclusive = inhibition mostly from about 82% at the one dose, without a potency; inactive = the rest, 99 in 100 with inhibition below about 76%;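 also: plate controls were DMSO cells for no effect and high antibiotic wells for full effect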
inhibitors of VEEV 10K pilot screen: further read-out of inhibitors of VEEV, marked with its call; inhibition, %; measured here: 10K pilot screen inhibition
An asterisk follows results filed as active. Compounds as they come. Share with any hit: about 1.4%.

`O=C(O)CC12C[C@H]3C[C@@H](C1)CC(n1ncc(N4CCN(c5ccccc5)CC4)c(Cl)c1=O)(C3)C2` gave M. tuberculosis HTS 8.8%, H1N1 NS1A inhibition -2.6%, inhibitors of VEEV 0.6%, Salmonella PhoP GFP -2.3% and M. tuberculosis -11.0%.
Screening CCOc1ccc(CCNC(=O)c2cccc(-n3cnnn3)c2)cc1OCC returned M. tuberculosis HTS 15.3%, H1N1 NS1A inhibition -31.1%, inhibitors of VEEV 3.8% and M. tuberculosis -22.6%.
`CCC(CCC(=O)Nc1ccn(-c2ccccc2)n1)C(=O)O` (configuration not stated) gave M. tuberculosis HTS -1.8%, H1N1 NS1A inhibition 2.1%, inhibitors of VEEV 0.3%, Salmonella PhoP GFP -2.7%, M. tuberculosis 1.5% and inhibitors of VEEV 10K pilot screen 3.8.
`NS(=O)(=O)c1ccc(CCNC(=O)COC(=O)/C=C/c2cc(Br)ccc2F)cc1` gave M. tuberculosis HTS -1.1% and M. tuberculosis 16.1%.
Screening Cc1ccccc1OC(C)C(=O)Nc1ccc(S(=O)(=O)N2CCCC2)cc1 (configuration not stated) returned M. tuberculosis HTS -20.4%, H1N1 NS1A inhibition -10.3%, inhibitors of VEEV 7.4%, Salmonella PhoP GFP -9.7% and M. tuberculosis 7.4%.
`O=c1cc(O)nc[nH]1` gave M. tuberculosis HTS -0.8%, H1N1 NS1A inhibition -6.5%, inhibitors of VEEV 0.3%, Salmonella PhoP GFP 14.5% and M. tuberculosis -6.4%.
`COC(=O)c1ccc(-n2c(C)cc(C(=O)COC(=O)C3=COCCO3)c2C)cc1` gave M. tuberculosis HTS 48.5%, H1N1 NS1A inhibition 0.8%, inhibitors of VEEV 1.1% and M. tuberculosis 32.5%.
Screening Cc1cc(C)c(NC(=O)C2CCCN(S(=O)(=O)c3c(C)noc3/C=C/N(C)C)C2)c(C)c1 (configuration not stated) returned M. tuberculosis HTS 1.9%, H1N1 NS1A inhibition 2.7%, inhibitors of VEEV 1.4%, Salmonella PhoP GFP 12.5% and M. tuberculosis -7.6%.
O=C(CCS(=O)NCc1ccccc1)NCc1ccccc1 (configuration not stated) was read as M. tuberculosis HTS -0.3%, Salmonella PhoP GFP -8.6% and M. tuberculosis 11.8%.
For CCC(=O)OC1(C)C(=O)C=C2C=C(CCCC(=O)OC)OC=C2C1=O (configuration not stated) the results were M. tuberculosis HTS -0.2%, H1N1 NS1A inhibition 14.1%, inhibitors of VEEV 0.5%, Salmonella PhoP GFP 17.7% and M. tuberculosis 2.0%.
`O=C(Oc1ccc[nH]c1=O)c1cccc(Cl)c1` gave M. tuberculosis HTS -3.1%, H1N1 NS1A inhibition -12.9%, inhibitors of VEEV 0.7%, Salmonella PhoP GFP 9.1% and M. tuberculosis -8.8%.
`CSCCC(NC(=O)c1ccco1)C(=O)N1CCCCCCC1` (configuration not stated) gave M. tuberculosis HTS -2.5%, H1N1 NS1A inhibition -2.8%, inhibitors of VEEV 1.5%, Salmonella PhoP GFP 4.7% and M. tuberculosis -16.6%.
`CC(=O)N1CCN(c2ccc(NC(=O)c3cc4ccccc4o3)cc2)CC1` gave M. tuberculosis HTS -2.4%, H1N1 NS1A inhibition -5.3%, inhibitors of VEEV 1.1%, Salmonella PhoP GFP -3.9% and M. tuberculosis 50.5%.
`O=C(CSc1nnc2ccccn12)Nc1ccc(S(=O)(=O)N2CCOCC2)cc1` gave M. tuberculosis HTS 5.9%, H1N1 NS1A inhibition -0.9%, inhibitors of VEEV 0.2%, Salmonella PhoP GFP 4.9% and M. tuberculosis 9.5%.
COCCN1CCN(C(=O)c2ccc3nc(Cc4ccc(OC)c(OC)c4)oc3c2)CC1 was read as M. tuberculosis HTS -5.2%, H1N1 NS1A inhibition 0.8%, inhibitors of VEEV 0.2%, Salmonella PhoP GFP -13.1% and M. tuberculosis -6.7%.
`Cc1ccc(CNC(=O)C(N=C2NS(=O)(=O)c3ccccc32)C(C)C)cc1` (configuration not stated) gave M. tuberculosis HTS 3.1%, H1N1 NS1A inhibition -14.9%, inhibitors of VEEV 5.1% and M. tuberculosis 0.3%.
CC(C)NC(=O)c1nn2c(C(F)(F)F)cc(-c3ccco3)nc2c1Cl was read as M. tuberculosis HTS 0.2%, H1N1 NS1A inhibition 4.9%, inhibitors of VEEV 1.0%, Salmonella PhoP GFP -15.8% and M. tuberculosis 2.0%.
Screening CC(C)NC(=O)N(C)C[C@H]1Oc2ccc(NC(=O)C3CC3)cc2C(=O)N([C@H](C)CO)C[C@@H]1C returned M. tuberculosis HTS -3.5%, H1N1 NS1A inhibition -3.8%, inhibitors of VEEV 0.0%, M. tuberculosis -9.9% and inhibitors of VEEV 10K pilot screen 0.0.
Screening Cc1ccc(NS(C)(=O)=O)c(C(=O)c2ccccc2)c1 returned M. tuberculosis HTS 1.3%, H1N1 NS1A inhibition -8.0%, inhibitors of VEEV inactive, Salmonella PhoP GFP 5.7% and M. tuberculosis 2.6%.
For CCCn1nnnc1NC(=O)c1cc(Br)ccc1OC the results were M. tuberculosis HTS 14.5%, H1N1 NS1A inhibition -8.6%, inhibitors of VEEV 0.6%, Salmonella PhoP GFP -4.5% and M. tuberculosis 66.1%.
Screening Cc1cc(N/N=C/c2ccc(Cl)cc2Cl)nc(NCc2ccccc2)n1 returned M. tuberculosis HTS inconclusive, H1N1 NS1A inhibition -1.8%, inhibitors of VEEV 30.8%, Salmonella PhoP GFP -3.6% and M. tuberculosis 15.4%.
`CCn1nnnc1SCC(=O)N1c2ccccc2Sc2ccccc21` gave M. tuberculosis HTS 58.6%, H1N1 NS1A inhibition -2.9%, inhibitors of VEEV 7.4%, Salmonella PhoP GFP 8.6% and M. tuberculosis 52.6%.
For COc1ccc(NC(=O)C2CCCN(c3c4c(nc5ncnn35)CCC4)C2)cc1OC (configuration not stated) the results were M. tuberculosis HTS -7.1%, H1N1 NS1A inhibition 1.7%, inhibitors of VEEV 2.2%, Salmonella PhoP GFP -1.6% and M. tuberculosis 4.5%.
`CCc1ccc(NC(=O)Nc2ccncc2)cc1` gave M. tuberculosis HTS 13.4%, H1N1 NS1A inhibition -16.4%, inhibitors of VEEV 3.4%, Salmonella PhoP GFP 71.3µM* and M. tuberculosis 35.5%.
O=S(=O)(/N=C/c1ccccc1O)c1cccs1 was read as M. tuberculosis HTS -2.7%, H1N1 NS1A inhibition -12.5%, inhibitors of VEEV 0.4%, Salmonella PhoP GFP -11.1% and M. tuberculosis 6.6%.
For CC1(C)CC(=O)C2=C(C1)N1C(=C(C#N)C2c2ccc(Cl)cc2)N=C(N)c2ccccc21 (configuration not stated) the results were M. tuberculosis HTS -9.9%, H1N1 NS1A inhibition 5.6%, inhibitors of VEEV 25.3%, Salmonella PhoP GFP 0.8% and M. tuberculosis 76.5%.
For COc1cc(OC)c(NC2=CC(=O)C(=O)c3ccccc32)cc1Cl the results were M. tuberculosis HTS 1.4%, H1N1 NS1A inhibition >100µM*, inhibitors of VEEV 1.8%, Salmonella PhoP GFP -1.6% and M. tuberculosis 37.2%.
For O=C(OCc1ccc(Cl)c(Cl)c1)c1cnccn1 the results were M. tuberculosis HTS 41.6%, H1N1 NS1A inhibition 3.7%, inhibitors of VEEV 1.2% and Salmonella PhoP GFP 9.4%.
For CCOC(=O)[C@@H]1[C@H]2COc3ccccc3[C@H]2N2C(=O)N(c3cccc(F)c3)C(=O)[C@]12C the results were M. tuberculosis HTS 0.5%, H1N1 NS1A inhibition 0.2%, inhibitors of VEEV inactive, Salmonella PhoP GFP -10.2% and M. tuberculosis 12.7%.
For O=C(O)CCN1C(=O)/C(=C\c2ccncc2)SC1=S the results were M. tuberculosis HTS 18.0%, H1N1 NS1A inhibition -11.4%, inhibitors of VEEV 4.2% and Salmonella PhoP GFP 4.7%.
Screening Nc1c(C(=O)Nc2ccccc2)sc2ncc([N+](=O)[O-])cc12 returned M. tuberculosis HTS 2.1%, inhibitors of VEEV 0.6%, Salmonella PhoP GFP 3.5% and M. tuberculosis 4.9%.
O=C(Nc1ccc(-c2nc3ccccc3[nH]2)cc1)c1ccccc1NS(=O)(=O)c1ccc(F)cc1 was read as M. tuberculosis HTS -3.2%, H1N1 NS1A inhibition 2.9%, inhibitors of VEEV 9.0%, Salmonella PhoP GFP 2.9% and M. tuberculosis 14.4%.
Screening CC(C)(C)c1ccc(-c2noc(CCC(=O)NCC3CCCO3)n2)cc1 (configuration not stated) returned M. tuberculosis HTS -1.3%, H1N1 NS1A inhibition -13.9%, inhibitors of VEEV inactive, Salmonella PhoP GFP 2.8% and M. tuberculosis 2.5%.
Screening COc1ccc(OC)c2c1sc(=NC(=O)C1CCCCC1)n2C returned M. tuberculosis HTS -6.0%, H1N1 NS1A inhibition 1.0%, inhibitors of VEEV inactive, Salmonella PhoP GFP 0.5% and M. tuberculosis 0.9%.
Screening CCN(CC)CCN=Cc1c(O)n(C2CCCCCC2)c(=O)[nH]c1=O returned M. tuberculosis HTS -0.4%, H1N1 NS1A inhibition -0.7%, inhibitors of VEEV 7.4%, Salmonella PhoP GFP 3.0% and M. tuberculosis 28.7%.
Screening Cc1ccc(Nc2nnc(SCC(=O)N(C)C3CCS(=O)(=O)C3)s2)cc1 (configuration not stated) returned M. tuberculosis HTS -1.5%, H1N1 NS1A inhibition -11.4%, inhibitors of VEEV 0.2%, Salmonella PhoP GFP -3.7% and M. tuberculosis -2.8%.
For Cc1cc(C)n2nc(S(=O)(=O)NCCc3ccccc3)nc2n1 the results were M. tuberculosis HTS -0.7%, H1N1 NS1A inhibition 9.6%, inhibitors of VEEV 0.2%, Salmonella PhoP GFP -8.4% and M. tuberculosis -30.6%.
For Cc1cccc(/C=N/NC(=O)NC2CCCCC2)c1 the results were M. tuberculosis HTS -0.4%, H1N1 NS1A inhibition 8.9%, inhibitors of VEEV inactive, Salmonella PhoP GFP -3.0% and M. tuberculosis 46.6%.
Screening COc1cc2[nH]c(=S)n(NC(=O)c3ccccc3)c(=O)c2cc1OC returned M. tuberculosis HTS -5.1%, H1N1 NS1A inhibition 3.4%, inhibitors of VEEV 7.2%, Salmonella PhoP GFP -0.4%, M. tuberculosis 2.0% and inhibitors of VEEV 10K pilot screen 0.8.
Screening COc1ccc2[nH]c3c(c2c1)CCN[C@H]3C returned M. tuberculosis HTS 0.9%, H1N1 NS1A inhibition 2.7%, inhibitors of VEEV 0.5%, Salmonella PhoP GFP 1.5% and M. tuberculosis 48.7%.
For O=C(c1ccccc1)N1CCN(C(=O)C2CC2)CC1 the results were M. tuberculosis HTS 0.7%, H1N1 NS1A inhibition -3.9%, inhibitors of VEEV 0.5%, Salmonella PhoP GFP 14.1% and M. tuberculosis -3.0%.
O=C(NCCN=C1NS(=O)(=O)c2ccccc21)c1ccco1 was read as M. tuberculosis HTS 7.4%, H1N1 NS1A inhibition -2.6%, inhibitors of VEEV 0.1%, Salmonella PhoP GFP 9.9% and M. tuberculosis -9.9%.
For CC(=O)C1=C(O)C(=O)N(Cc2ccco2)C1c1ccc(F)cc1 (configuration not stated) the results were M. tuberculosis HTS 4.1%, H1N1 NS1A inhibition 6.5%, inhibitors of VEEV inactive, Salmonella PhoP GFP -6.8% and M. tuberculosis 6.0%.
CCNS(=O)(=O)c1ccc(Br)c(C(=O)OC(C)C(=O)NCC2CCCCC2)c1 (configuration not stated) was read as M. tuberculosis HTS 5.4%, H1N1 NS1A inhibition 0.8%, inhibitors of VEEV 2.1% and M. tuberculosis 39.8%.
`Cc1c(C(=O)OC/C(O)=C(\C#N)c2nc3ccccc3[nH]2)oc2ccccc12` gave M. tuberculosis HTS 2.5%, H1N1 NS1A inhibition -9.1%, inhibitors of VEEV 0.3%, Salmonella PhoP GFP 9.6% and M. tuberculosis 1.8%.
For Cn1c(=O)c2ncn(CC(=O)Nc3ccc4c5c(cccc35)CC4)c2n(C)c1=O the results were M. tuberculosis HTS 5.8%, H1N1 NS1A inhibition 6.9%, inhibitors of VEEV 7.6%, Salmonella PhoP GFP -8.9% and M. tuberculosis -9.9%.
For CN(C)c1ccnc(Oc2ccc(F)cc2)c1C#N the results were M. tuberculosis HTS 2.7%, H1N1 NS1A inhibition -3.6%, inhibitors of VEEV 0.8%, Salmonella PhoP GFP 0.9% and M. tuberculosis -4.0%.
